NPY-Y2 PAM-ag: potentiates or activates human NPY-Y2 receptor. P49146. cells expressing NPY-Y2, potentiator/agonist read-out. activation, % at 3.6 µM. 0.45% of 220,000 active; in the data active means activation above about 27%;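 further: cells stimulated with NPY near EC25 plus isoproterenol at EC100; 0% = vehicle plus submaximal agonist and 100% = vehicle plus saturating agonist; some results beyond the cut were filed as inactive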
Target sequence (P49146 whole entry, looked up): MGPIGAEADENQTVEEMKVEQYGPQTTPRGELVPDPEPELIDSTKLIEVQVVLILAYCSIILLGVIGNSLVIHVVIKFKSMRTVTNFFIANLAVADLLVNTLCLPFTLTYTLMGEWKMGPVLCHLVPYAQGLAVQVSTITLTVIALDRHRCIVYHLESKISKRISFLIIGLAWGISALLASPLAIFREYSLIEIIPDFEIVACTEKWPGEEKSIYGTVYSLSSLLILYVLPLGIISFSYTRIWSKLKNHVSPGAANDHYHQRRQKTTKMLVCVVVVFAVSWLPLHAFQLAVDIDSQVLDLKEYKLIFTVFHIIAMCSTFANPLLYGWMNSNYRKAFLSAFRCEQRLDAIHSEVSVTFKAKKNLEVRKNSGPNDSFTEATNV
NPY-Y1 PAM-ag: potentiators or agonists of human neuropeptide Y receptor Y1 | P25929 | NPY-Y1 expressing cells, potentiator/agonist activation | activation, % at 3.6 µM | 0.37% of 220,000 active; in the data active means activation above about 33%, passing the limit was not always enough;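 further: cells stimulated with NPY at EC10 then isoproterenol at EC100; 0% = low agonist plus stimulus and 100% = saturating agonist plus stimulus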
S1P4 antagonist: antagonists of human S1P4 receptor. O95977. S1P4-expressing cells, antagonist mode, reporter read-out. inhibition, % at 4.98 µM. 0.26% of 220,000 active. AID 1510; in the data active means inhibition above about 29%;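 further: 0% = wells stimulated with agonist and 100% = vehicle wells without agonist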
NPY-Y1 antag: antagonists of human neuropeptide Y receptor Y1; HEK293-CNG Y1 cells, membrane potential fluorescence; NPY at EC95, then isoproterenol; inhibition, % at 3.6 µM; 1% of 200,000 active; P25929;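 active means inhibition above the campaign mean inhibition of all tested compounds plus 3 SD, cut at about 20% in these data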;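 further: 0% = DMSO wells given NPY plus isoproterenol and 100% = isoproterenol alone without NPY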
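Material: HEK293 cells with Y1 receptor plus CNG channel; times: compound incubation 1 h at room temperature, readout 45 min post-stimulation; signal: fluorescence, membrane potential probe; read-out basis: fluorescence ratio normalized to % inhibition between controls; benchmarks: full-block control isoproterenol-only wells, zero-block control NPY plus isoproterenol wells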
RBBP9 inhibitor: human RBBP9 hydrolase inhibition; inhibition, % at 7.94 µM; O75884; AID 1515; 0.2% of 220,000 active; recombinant RBBP9, FP-Rh probe fluorescence polarization;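 active means inhibition above the campaign mean of all tested compounds plus 3 SD, cut at about 14% in these data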;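 further: plate controls were DMSO wells with RBBP9 for no effect and wells lacking RBBP9 protein for full effect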
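Test system: recombinant human RBBP9; Timing: 30 min then 45 min, 25 °C; Detection: fluorescence polarization; Control set: RBBP9 with DMSO as uninhibited control, no-protein wells as full inhibition; Compound dosing: one concentration, 7.94 µM nominal, 0.794% DMSO; Probe or stimulus: FP-Rh activity-based probe, 375 nM before mixing.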
BaF3 tox: reduces parental Ba/F3 cell viability, JAK2V617F counter-screen; CellTiter-Glo ATP luminescence; 1.1% of 220,000 active; inhibition, % at 5.6 µM;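 active means inhibition above a per-campaign cutoff, the mean inhibition of all tested compounds plus 3 SD, cut at about 27% in these data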;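 further: 0% = DMSO wells and 100% = JAK Inhibitor I control wells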
S1P4 ag: human S1P4 receptor agonism | O95977 | S1P4-expressing cell line, agonist reporter assay | activation, % at 4.98 µM | 0.35% of 220,000 active; in the data active means activation above about 11%;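 further: 0% = DMSO vehicle and 100% = reference agonist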
Runt-CBFb FRET: Runt domain-CBFb interaction inhibition. Cerulean-Runt/Venus-CBFb FRET ratio 530/480, 1 h. inhibition, % at 20 µM. 0.46% of 220,000 active;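 active means inhibition over about 50% at 20 µM in the single-dose screen, limit read from the data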;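 further: 0% = DMSO wells and 100% = excess unlabeled CBFb competitor control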
Target sequence (Q01196 whole entry, looked up, the tested form may be a part): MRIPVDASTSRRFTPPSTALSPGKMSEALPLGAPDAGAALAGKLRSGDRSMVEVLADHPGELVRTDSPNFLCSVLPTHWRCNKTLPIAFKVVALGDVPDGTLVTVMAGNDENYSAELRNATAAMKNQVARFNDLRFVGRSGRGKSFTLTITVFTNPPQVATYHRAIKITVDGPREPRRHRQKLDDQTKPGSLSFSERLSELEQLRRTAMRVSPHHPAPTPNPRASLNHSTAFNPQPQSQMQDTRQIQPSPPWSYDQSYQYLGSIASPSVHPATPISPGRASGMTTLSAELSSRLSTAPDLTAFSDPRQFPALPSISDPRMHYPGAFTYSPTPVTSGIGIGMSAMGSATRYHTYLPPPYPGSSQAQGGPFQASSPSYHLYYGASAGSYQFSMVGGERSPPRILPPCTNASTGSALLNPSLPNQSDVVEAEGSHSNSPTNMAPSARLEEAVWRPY
Target sequence (Q13951 whole entry, looked up, the tested form may be a part): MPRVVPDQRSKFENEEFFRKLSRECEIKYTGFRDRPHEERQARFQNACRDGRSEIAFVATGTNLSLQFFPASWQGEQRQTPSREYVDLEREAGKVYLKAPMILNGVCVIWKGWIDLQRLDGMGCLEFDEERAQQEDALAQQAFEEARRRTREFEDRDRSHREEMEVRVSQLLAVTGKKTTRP
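test system = Cerulean-Runt domain fusion protein, energy donor | probe or stimulus = Venus-CBFb binding partner, 100 nM | incubation = two 1 h room-temperature incubations shielded from light | detection = fluorescence energy transfer, 422 nm excitation, 530/480 nm emission | measure = loss of energy transfer signal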
Ba/F3 V617F tox: lowers viability of Ba/F3 cells expressing EpoR and JAK2V617F; ATP luminescence; inhibition, % at 5.6 µM; 1.1% of 220,000 active;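 active means inhibition above the campaign mean plus 3 SD over all tested compounds, cut at about 24% in these data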;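 further: cytokine-independent growth of Ba/F3 cells driven by EpoR plus mutant JAK2; 0% = DMSO-treated cells and 100% = JAK inhibitor I control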
Active calls of the source: *; · = no result given. Compounds were not picked by outcome. Share with any hit: about 3.6%.

No.	SMILES	NPY-Y2 PAM-ag	NPY-Y1 PAM-ag	S1P4 antagonist	NPY-Y1 antag	RBBP9 inhibitor	BaF3 tox	S1P4 ag	Runt-CBFb FRET	Ba/F3 V617F tox
1	COc1cc(NC(=O)c2ccc(OC)c([N+](=O)[O-])c2)ccc1NC(=O)c1ccco1	-30.8	-12.9	7.8	·	-2.4	1.4	-0.7	5.8	6.9
2	Cn1c(N2CCOCC2)c(/C=N/O)c2ccccc21	-7.6	-7.4	-8.3	3.9	4.3	0.5	0.9	-0.9	-3.1
3	CCN(C(=O)COc1cccc2cccnc12)C1CCS(=O)(=O)C1 (configuration not stated)	-3.2	-5.2	-19.6	-0.8	-5.8	0.9	1.7	-1.7	-1.7
4	Cc1ccc(C(=O)Nc2ccc(S(=O)(=O)N3CCc4ccccc43)cc2)o1	-0.2	-11.0	-33.7	-4.0	-18.1	7.7	0.3	0.1	1.4
5	CCOC(=O)CSc1nc2ccc(N)cc2s1	34.2*	55.8*	-3.0	-8.2	4.2	4.5	-2.2	5.9	-0.3
6	COc1cccc(NS(=O)(=O)c2ccc(Br)s2)c1	9.7	2.4	-8.5	0.4	-7.6	12.4	2.2	-0.2	1.4
7	COc1ccccc1CNC(=O)C1(C)Oc2cccnc2NC1=O (configuration not stated)	-2.4	-1.4	-6.7	-3.1	-4.9	15.6	0.0	0.5	3.7
8	CCCn1ncc(CN2CCC(Cc3cccc(F)c3)(C(=O)OCC)CC2)c1C	-16.7	1.8	-0.8	5.5	-5.7	-0.5	-1.0	-0.8	-2.0
9	CC[C@H](C)C(=O)O[C@H]1C[C@@H](C)C=C2C=C[C@H](C)[C@H](CC[C@@H]3C[C@@H](O)CC(=O)O3)[C@H]21	-4.6	-7.5	-6.7	-0.8	-0.8	7.7	-1.6	-3.3	2.8
10	Cc1cc([N+](=O)[O-])cc2c1NCC1CC=CC21 (configuration not stated)	4.5	-18.3	-13.8	7.7	-1.5	7.8	0.6	-4.2	5.7
11	CCCNC(=O)c1ccccc1NC(=O)Nc1ccccc1C	-1.4	5.9	-8.5	-2.1	-1.5	1.4	1.6	-0.4	-1.3
12	Cc1ccc(NC(=O)COC(=O)c2cccc3c2C(=O)c2ccccc2C3=O)c(C)c1	6.6	1.3	-18.7	9.5	-6.8	5.2	1.2	-1.9	-0.9
13	COc1ccc(Cl)cc1NC(=O)COC(=O)c1cc(NS(=O)(=O)c2cccs2)ccc1O	-5.8	8.3	-22.7	-5.0	-8.6	0.6	7.5	0.0	-2.7
14	Cc1cc(/C=C2/NC(=S)NC2=O)c(C)n1-c1cccnc1	5.1	7.3	-13.1	-3.3	-0.8	-2.1	1.0	5.9	-3.1
15	CC(NC(=O)Nc1cccc([N+](=O)[O-])c1)(C(F)(F)F)C(F)(F)F	-0.4	-12.2	-11.5	-4.7	5.3	0.3	0.4	0.9	-5.5
16	COc1ccc(NC2=C(C(C)=O)C(c3ccc(N(C)C)cc3)C(C(C)=O)C(C)(O)C2)cc1 (configuration not stated)	14.9	1.8	-5.0	-1.2	-2.4	-5.5	0.0	2.5	-7.6
17	CC(C)N(Cc1nc(-c2ccccc2)no1)S(=O)(=O)c1ccccc1	6.1	-0.2	-10.6	0.8	-4.1	4.7	1.4	2.7	-3.4
18	Cc1ccc(-n2c(C)cc(C(=O)OCC(=O)N(C)C3CCS(=O)(=O)C3)c2C)cc1 (configuration not stated)	29.0	13.3	-15.4	3.7	-7.2	7.6	0.4	1.0	-1.6
19	COc1ccc(C(CNC(=O)c2cccc(Br)c2)N2CCCC2)cc1 (configuration not stated)	-2.4	-2.1	17.6	3.2	-9.2	4.0	-1.9	-0.6	-0.3
20	COc1ccc(C(C(=O)NC(C)(C)C)N(Cc2ccc(C)cc2)C(=O)CCC(=O)Nc2cc(C)on2)cc1 (configuration not stated)	-4.0	11.9	-6.5	7.3	-8.8	9.4	1.3	-2.8	3.1

Part of the list above, limited to NPY-Y1 PAM-ag and NPY-Y2 PAM-ag:
#	mol	NPY-Y1 PAM-ag	NPY-Y2 PAM-ag
9	CC[C@H](C)C(=O)O[C@H]1C[C@@H](C)C=C2C=C[C@H](C)[C@H](CC[C@@H]3C[C@@H](O)CC(=O)O3)[C@H]21	-7.5	-4.6
10	Cc1cc([N+](=O)[O-])cc2c1NCC1CC=CC21 (configuration not stated)	-18.3	4.5

Additional compounds follow.
No.	SMILES	NPY-Y2 PAM-ag	NPY-Y1 PAM-ag	S1P4 antagonist	NPY-Y1 antag	RBBP9 inhibitor	BaF3 tox	S1P4 ag	Runt-CBFb FRET	Ba/F3 V617F tox
21	CC(=O)c1sc2nsc(SCCN3CCCCC3)c2c1N	-10.6	-15.9	15.9	·	-10.6	-1.1	-1.4	8.2	-1.0
22	CC1CN(C(=O)c2ccccc2Sc2ccccc2C#N)CC(C)O1 (configuration not stated)	-0.7	7.2	-11.4	-1.0	-6.3	5.3	2.1	2.3	1.1
23	COCCN1Cc2cccc(C(=O)NCCCN3CCCC3=O)c2C1=O	-17.2	-1.3	12.2	·	-4.0	3.6	0.4	2.4	0.8
24	CN(Cc1cn(C)nc1-c1ccc(Oc2ccccc2)cc1)C1CCOC1 (configuration not stated)	-2.8	13.0	-7.4	·	-6.6	3.8	0.4	-1.5	-0.5
25	O=C(c1cnc(N2CCN(c3ncccn3)CC2)c2ccccc12)N1CCN(c2ncccn2)CC1	7.3	12.4	-3.5	11.0	-8.7	7.7	0.2	-2.4	-1.6
26	Cn1c(=O)cc(N2CCOCC2)[nH]c1=O	-14.4	-4.6	-8.1	-1.7	-8.5	1.2	-1.5	1.5	-1.3
27	O=C1C2C3CCC(C3)C2C(=O)N1Cc1ccco1 (configuration not stated)	8.1	-2.3	-11.9	-5.1	3.6	-4.0	0.3	-2.3	-1.4
28	CC(C)Nc1nc(NC(N)=S)nc(NC(C)C)n1	-1.2	22.0	-5.2	0.7	-5.3	-0.5	-0.4	-3.4	-3.0
29	O=C(c1nnc(Cc2ccc(Cl)cc2)o1)N1CCc2ccccc2C1	1.5	-25.1	6.4	-0.2	-0.4	1.3	-0.1	-0.6	-3.7
30	Cn1ncc(N=Cc2ccccc2O)c1C(=O)N1CCOCC1	1.8	-7.4	-7.2	2.1	3.1	1.0	1.1	-2.8	-1.0
31	CCOc1ccc(CCNC(=O)C2CCCN2C(=O)OCc2ccccc2)cc1OCC (configuration not stated)	0.2	3.7	-27.4	0.9	-8.5	-1.0	4.0	-1.3	3.4
32	Cc1cc(C)c2c(-n3cccc3)nn(CC#N)c2n1	14.7	17.3	2.8	3.8	-3.8	5.8	-3.1	0.5	-0.3
33	CNCc1ccccc1OCc1ccc(F)cc1	-11.2	-13.0	-11.9	5.7	-2.0	8.4	0.7	0.1	-1.0
34	Oc1ccc(Br)cc1-c1cc(-c2ccccc2Cl)[nH]n1	28.8	23.4	-7.8	·	-18.2	2.7	1.0	3.8	-3.0
35	CCS(=O)(=O)Nc1ccc(-c2nnc(SCC(=O)c3ccc(NC(C)=O)c(OC)c3)o2)cc1	-5.6	-4.0	5.3	3.7	-5.1	4.4	-0.9	-0.8	4.7
36	CC1CCc2c(sc3ncnc(SCC(=O)c4ccccc4)c23)C1 (configuration not stated)	-9.4	5.1	-16.8	-2.5	-6.9	1.9	-0.8	1.3	-5.0
37	COc1ccc(/C=C/c2nnc(NC(=O)c3ccco3)s2)cc1	-28.0	-29.0	3.0	·	3.5	-0.6	3.2	2.3	4.3
38	CNC(=O)c1ccc(-c2cc(C(F)(F)F)nn2C)s1	-7.8	0.3	4.8	·	-10.2	2.0	0.1	0.7	2.0
39	O=C1CC(SC2=NCCS2)C(=O)N1c1ccc(Cl)cc1 (configuration not stated)	1.5	-2.8	-17.1	2.7	-0.7	3.9	-0.3	1.6	-0.7
40	Cn1nc(C(F)(F)F)cc1C(=O)NC1CCCCCC1	-2.4	-4.3	6.5	-0.5	0.6	4.0	-1.4	-0.2	-0.4

An excerpt of these results, with each value named.
23	COCCN1Cc2cccc(C(=O)NCCCN3CCCC3=O)c2C1=O
  NPY-Y2 PAM-ag: -17.2; NPY-Y1 PAM-ag: -1.3; S1P4 antagonist: 12.2; NPY-Y1 antag: ·; RBBP9 inhibitor: -4.0; BaF3 tox: 3.6; S1P4 ag: 0.4; Runt-CBFb FRET: 2.4; Ba/F3 V617F tox: 0.8

26	Cn1c(=O)cc(N2CCOCC2)[nH]c1=O
  NPY-Y2 PAM-ag: -14.4; NPY-Y1 PAM-ag: -4.6; S1P4 antagonist: -8.1; NPY-Y1 antag: -1.7; RBBP9 inhibitor: -8.5; BaF3 tox: 1.2; S1P4 ag: -1.5; Runt-CBFb FRET: 1.5; Ba/F3 V617F tox: -1.3

39	O=C1CC(SC2=NCCS2)C(=O)N1c1ccc(Cl)cc1 (configuration not stated)
  NPY-Y2 PAM-ag: 1.5; NPY-Y1 PAM-ag: -2.8; S1P4 antagonist: -17.1; NPY-Y1 antag: 2.7; RBBP9 inhibitor: -0.7; BaF3 tox: 3.9; S1P4 ag: -0.3; Runt-CBFb FRET: 1.6; Ba/F3 V617F tox: -0.7

37	COc1ccc(/C=C/c2nnc(NC(=O)c3ccco3)s2)cc1
  NPY-Y2 PAM-ag: -28.0; NPY-Y1 PAM-ag: -29.0; S1P4 antagonist: 3.0; NPY-Y1 antag: ·; RBBP9 inhibitor: 3.5; BaF3 tox: -0.6; S1P4 ag: 3.2; Runt-CBFb FRET: 2.3; Ba/F3 V617F tox: 4.3

The listing picks up, starting 3 compounds before the break.
No.	SMILES	NPY-Y2 PAM-ag	NPY-Y1 PAM-ag	S1P4 antagonist	NPY-Y1 antag	RBBP9 inhibitor	BaF3 tox	S1P4 ag	Runt-CBFb FRET	Ba/F3 V617F tox
38	CNC(=O)c1ccc(-c2cc(C(F)(F)F)nn2C)s1	-7.8	0.3	4.8	·	-10.2	2.0	0.1	0.7	2.0
39	O=C1CC(SC2=NCCS2)C(=O)N1c1ccc(Cl)cc1 (configuration not stated)	1.5	-2.8	-17.1	2.7	-0.7	3.9	-0.3	1.6	-0.7
40	Cn1nc(C(F)(F)F)cc1C(=O)NC1CCCCCC1	-2.4	-4.3	6.5	-0.5	0.6	4.0	-1.4	-0.2	-0.4
41	Clc1ccc(OCc2nc(-c3ccccn3)n[nH]2)cc1	2.6	-2.7	-19.9	2.6	4.4	-2.0	2.7	1.3	-6.2
42	Cc1ccc(C(c2sc3ncnn3c2O)N2CC(C)CC(C)C2)cc1 (configuration not stated)	-19.9	-32.4	-12.6	12.0	-2.8	0.9	0.6	-1.1	-1.2
43	O=C(COc1ccc(Cl)c(Cl)c1)NN1C(=O)C2C(C1=O)C1C=CC2C12CC2 (configuration not stated)	-3.7	-12.9	4.3	3.4	3.2	2.1	1.5	1.9	-0.7
44	COc1cccc2cc(C(=O)N3CCc4ccccc43)c(=O)oc12	-14.5	-3.2	-8.0	-7.2	-2.7	5.5	0.0	1.2	1.8
